Cardio protect: modulators protecting cardiomyocytes from myocardial damage; 360,000 tested, 0.63% active; protection from H2O2 cell death, % at 20 µM; H9c2 cardiomyocytes, H2O2 injury protection, ATPLite, 2 h;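 active = compounds giving at least 50% protection of heart cells from peroxide-induced death in the single-dose screen, raw or plate-pattern-corrected value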;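 note: 0% = DMSO wells with peroxide and 100% = DMSO wells without peroxide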
Granule exo inh: blocks lytic granule exocytosis; TALL-104 LAMP-1 surface exposure, flow cytometry; cells stimulated with thapsigargin and PMA; inhibition, % at 10 µM; 360,000 tested, 0.66% active;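 active = inhibition above about 55%, limit read from the data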
ABCB6 inh MLPCN: inhibitors of human ABC transporter ABCB6; K562-ABCB6 porphyrin accumulation, flow cytometry, 1 h; stronger effect = lower value; fluorescence ratio to DMSO, % at 10 µM; 360,000 tested, 0.19% active; AID 602162;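 active = fluorescence ratio to DMSO below 75%, the collection mean minus 3 SD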;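 note: signal is porphyrin accumulated inside mitochondria; 100% equals median channel fluorescence of DMSO control wells; lower ratio means ABCB6 inhibition with less porphyrin fluorescence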
PDI turbidity: PDI (human) enzyme inhibition | inhibition, % at 10 µM | PDI insulin aggregation turbidity, A650, 90 min | 350,000 tested, 0.052% active | P07237;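 active = mean inhibition across replicates of 30% or more, whatever share of single replicates reach that level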;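 note: absorbance from insulin aggregation driven by PDI reduction with DTT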
Target sequence (P07237 whole entry, looked up): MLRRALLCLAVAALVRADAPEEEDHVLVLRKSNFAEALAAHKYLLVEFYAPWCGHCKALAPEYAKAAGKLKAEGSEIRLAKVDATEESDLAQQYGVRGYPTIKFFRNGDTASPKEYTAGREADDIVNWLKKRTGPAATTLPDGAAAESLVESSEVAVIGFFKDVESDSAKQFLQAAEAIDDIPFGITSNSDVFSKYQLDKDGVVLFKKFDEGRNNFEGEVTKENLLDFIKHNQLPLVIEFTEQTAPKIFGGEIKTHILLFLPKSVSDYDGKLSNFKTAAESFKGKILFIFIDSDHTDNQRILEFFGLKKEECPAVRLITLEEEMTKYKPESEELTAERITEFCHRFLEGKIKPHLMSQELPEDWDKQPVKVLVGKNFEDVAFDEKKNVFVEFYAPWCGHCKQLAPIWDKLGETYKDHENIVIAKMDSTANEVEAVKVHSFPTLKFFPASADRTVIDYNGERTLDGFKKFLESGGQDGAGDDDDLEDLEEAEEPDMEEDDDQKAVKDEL
ABHD5 PLIN5 PPI: ABHD5-PLIN5 protein interaction inhibition; Q00G26+Q8WTS1; Split G. princeps luciferase complementation, luminescence, 4 h; inhibition, % at 4 µM; 360,000 tested, 0.78% active; AID 602281;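 active = inhibition above the mean inhibition across every tested compound plus 3 SD, cut at about 22% in these data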;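 note: 0% = DMSO only wells and the 100% control is not disclosed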
MC4R antag cAMP: antagonists of human melanocortin 4 receptor (MC4R); P32245; MC4R-expressing cells, MTII-stimulated cAMP, LANCE TR-FRET; inhibition, % at 6.5 µM; 360,000 tested, 0.48% active; AID 540295;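 active = inhibition above its plate's cutoff, the mean of tested wells on that plate plus 3 SD, cut at about 29% in these data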;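 note: 0% = Melanotan II alone and 100% = Melanotan II plus saturating MCL0020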
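material = U2OS cells stably expressing human melanocortin 4 receptor (MC4R) | also added = Melanotan II challenge | dosing = single nominal compound dose of 6.5 µM | detection = TR-FRET with Eu-cAMP and labeled anti-cAMP, 671 nm | replication = singlicate | timing = compound 30 min, challenge 1 h, detection 1 h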
MC4R ag barr: agonists of human melanocortin 4 receptor (MC4R) beta-arrestin; U2OS MC4R beta-arrestin complementation, luminescence; percent of melanotan II response, DMSO zero; activation, % at 8.9 µM; 360,000 tested, 0.98% active; AID 540308;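 active = activation above a per-plate cutoff, the mean activation of sample wells on that plate plus 3 SD, cut at about 8% in these data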
Glyco luc inh: blocks N-linked glycosylation in D54 reporter cells; D54 ERlucT glycosylation luciferase reporter, 24 h; percent of 100 nM tunicamycin response; reporter increase, % at 12.5 µM; 360,000 tested, 0.23% active; AID 588692;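 active = mean luciferase reporter signal, scaled so untreated is 0 and the glycosylation-blocking control 100, at or above a set limit in every replicate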;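 note: luciferase carries N-glycosylation sites so blocking glycosylation raises the light; 0% = median of neutral control wells and 100% = median of 100 nM tunicamycin wells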
CaV13 FRET inh: Disruptors of the CACNA1D IQ motif to Ca2+-dependent inactivation inhibitor domain association, primary screening, Förster resonance energy transfer in intact living …; HEK cells, CFP/YFP FRET ICDI-IQ, plate reader, 10 min; percent FRET-ratio fall versus neutral wells; inhibition, % at 12.3 µM; 340,000 tested, 0.098% active;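 active = mean replicate inhibition of at least 30% and at least 1% of replicates passing that level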;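 note: 0% = median of the neutral control wells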
m5-HT2A agonist: activates the mouse 5-HT2A serotonin receptor | P35363 | 360,000 tested, 0.66% active | CHO-K1 mHTR2A beta-arrestin complementation, luminescence; percent of 30 µM serotonin response | activation, % at 7.6 µM | AID 624169;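 active = activation above a run cutoff, the mean activation of all tested compounds plus 3 SD, cut at about 14% in these data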;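 note: 0% = plate median of compound wells and 100% = 30 µM serotonin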
Target sequence (P35363 whole entry, looked up): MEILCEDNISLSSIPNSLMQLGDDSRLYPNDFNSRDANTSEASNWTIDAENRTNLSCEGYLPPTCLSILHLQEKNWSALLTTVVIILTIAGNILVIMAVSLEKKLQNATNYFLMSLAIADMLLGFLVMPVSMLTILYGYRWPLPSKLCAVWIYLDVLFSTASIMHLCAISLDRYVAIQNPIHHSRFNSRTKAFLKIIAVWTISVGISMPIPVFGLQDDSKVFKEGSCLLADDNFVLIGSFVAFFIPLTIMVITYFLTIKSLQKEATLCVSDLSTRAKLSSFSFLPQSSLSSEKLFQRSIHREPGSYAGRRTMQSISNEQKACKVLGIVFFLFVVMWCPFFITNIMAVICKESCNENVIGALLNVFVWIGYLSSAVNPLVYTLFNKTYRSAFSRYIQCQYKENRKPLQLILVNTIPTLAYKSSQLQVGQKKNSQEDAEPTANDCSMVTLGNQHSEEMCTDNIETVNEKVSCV
* = called active by the depositor; · = not tested or not shown.

SMILES	Cardio protect	Granule exo inh	ABCB6 inh MLPCN	PDI turbidity	ABHD5 PLIN5 PPI	MC4R antag cAMP	MC4R ag barr	Glyco luc inh	CaV13 FRET inh	m5-HT2A agonist
Cc1ccc(S(=O)(=O)N(CC(=O)N2CCOCC2)c2ccc(C(C)C)cc2)cc1	-0.7	-2.6	88.0	0.4	2.2	12.6	-3.2	-1.3	-5.7	0.5
COc1ccccc1NC(=O)c1ccc(NC(=O)COC(=O)C2CC2C)cc1 (centres undefined)	9.4	-2.9	110.0	2.8	-4.8	-0.6	-2.2	0.2	-7.7	-0.8
Cn1cnnc1SCC(=O)NNC(=O)c1ccc(Cl)cc1	0.8	1.7	89.0	6.7	3.4	1.8	-0.2	1.1	-3.4	-1.2
Cc1cccc(Nc2nc(N)nc(N)c2N=O)c1	0.1	35.8	88.0	-2.1	2.5	-9.9	-1.6	-0.8	-4.8	-1.2
O=C(CSc1n[nH]c(-c2ccncc2)n1)Nc1ccc(Cl)cc1	-1.8	3.2	97.0	0.9	9.7	2.7	0.8	0.6	-2.7	3.0
C=CCn1c(O)c(N=NC(=S)Nc2cccc(OC)c2)c2ccccc21	38.6	-6.5	95.0	3.2	-3.4	-0.5	-2.4	6.6	-9.8	-9.8
CC(=O)c1ccc(NC(=O)NNS(=O)(=O)c2ccc(F)cc2)cc1	1.6	-3.7	102.0	-0.5	2.6	2.9	-1.7	·	-5.7	4.0
COc1cc(NS(=O)(=O)c2ccc(N=Cc3c(C)[nH]n(-c4ccccc4)c3=O)cc2)nc(OC)n1	-0.8	2.7	97.0	2.3	-8.3	10.4	0.3	1.8	-14.1	4.0
Cc1cc(N2CCc3ccccc32)n2ncnc2n1	-2.3	2.6	98.0	14.4	6.0	2.4	-1.9	-0.4	-3.6	-4.1
O=C(Nc1ccc(Nc2ccncc2)cc1)c1ccc(Nc2ccnc3ccc([N+](=O)[O-])cc23)cc1[N+](=O)[O-]	8.4	-8.9	100.0	-9.3	-14.3	0.1	-1.3	-1.1	-2.0	-10.1
Cn1cccc1C(=O)N1CCc2ccccc2C1	5.0	-1.1	94.0	-3.9	8.4	1.2	-3.5	1.0	·	2.3
COCCN(C(=O)Cn1c(C(F)(F)F)nc2ccccc21)c1c(N)n(Cc2ccccc2)c(=O)[nH]c1=O	-1.0	-3.2	98.0	10.5	1.5	5.3	-1.9	0.6	-3.3	6.4
CCN(CC)S(=O)(=O)c1ccc(OC)c(NS(=O)(=O)c2cccc(C(=O)O)c2)c1	3.9	-1.5	101.0	-2.0	-6.5	7.4	-0.5	0.3	-5.9	1.3
O=C(COC(=O)C(Cc1ccccc1)NC(=O)c1cccs1)NCc1ccccc1 (centres undefined)	-5.5	-8.0	98.0	4.1	-8.1	30.5*	2.1	0.7	-1.9	5.9
Cc1cc(C)n(CC(O)COc2ccc(Cl)cc2Cl)n1 (centres undefined)	1.8	-9.0	103.0	1.7	-5.9	12.5	-1.0	1.1	-7.1	0.2
c1ccc(-c2csc3nnc(SCc4ccc5c(c4)OCCO5)n23)cc1	5.9	17.7	81.0	-21.9	-1.0	-1.1	-1.3	-1.8	·	-6.2
O=C(NCc1ccccn1)C1CCN(Cc2cnn(-c3ccccc3)c2-n2cccc2)CC1	-2.5	-3.2	95.0	3.3	-0.9	2.5	-0.6	-0.8	-8.2	0.6
CC(C)(C)c1ccc(C(CC(=O)O)NC(=O)Cc2ccccc2)cc1 (centres undefined)	3.1	-1.1	97.0	0.3	-5.2	0.3	-0.6	-0.8	-3.4	0.8
CC1CCN(C(=O)c2ccc(Br)c(S(=O)(=O)N3CCOCC3)c2)CC1	-1.5	3.5	104.0	8.0	-0.8	14.6	0.4	2.2	-6.8	4.7
Nn1c(SCC(=O)NC(=O)NCc2ccco2)nnc1-c1ccc(OC(F)F)cc1	16.3	3.0	101.0	5.2	4.3	-1.3	0.9	1.2	-0.2	-4.2
Cc1cccc(-n2ccc(=O)c(C(=O)Nc3ccc(S(=O)(=O)N4CCOCC4)cc3)n2)c1	23.2	2.0	96.0	-9.3	7.2	4.7	-1.0	0.7	-2.1	-3.1
Cc1ccc(OCC2Cn3c(nc4c3c(=O)[nH]c(=O)n4C)O2)cc1C (centres undefined)	2.8	-6.7	96.0	-8.0	-5.7	6.2	-1.0	3.2	-4.0	-0.9
Cc1cccc(C)c1NC(=O)CNC(=O)c1ccc(NS(=O)(=O)c2ccc3[nH]c(=O)[nH]c3c2)cc1	3.3	4.4	104.0	3.9	4.7	-2.5	-4.1	3.2	-5.7	-0.2
CCOc1ccc(NC(=O)c2ccc3nccnc3c2)cc1	-2.1	-2.8	104.0	13.7	4.3	0.3	-0.5	-1.7	·	6.8
CCC[C@@H](O)c1cc2cc(OC)c(OC)cc2c(=O)o1	0.3	-7.3	101.0	4.4	-5.9	-0.4	0.0	2.0	-10.5	-2.6
CCOC(=O)C1=C(COC(=O)/C=C/c2ccc(C)o2)NC(=O)NC1C (centres undefined)	4.8	1.8	101.0	0.7	18.6	8.0	-1.6	1.1	-1.6	-6.3
COc1cccc(/C=N/n2c(-c3cc(C)[nH]n3)n[nH]c2=S)c1OC	-3.1	-2.7	98.0	-2.7	-13.6	3.4	-1.6	-0.1	1.1	-1.6
COc1ccc(CCNC(=O)Cn2nnc(-c3ccccc3F)n2)cc1OC	7.0	-2.0	103.0	-0.8	1.9	16.8	-1.4	-2.0	-6.9	14.0
CN1c2ccccc2C(C)(C)C12C=Cc1cc(O)ccc1O2 (centres undefined)	-17.5	3.5	511.0	15.2	5.3	13.5	4.2	2.0	-8.6	2.2
N#CCCn1nc(-c2ccc(Cl)cc2)cc1Nc1ccccc1NC(=O)C(F)(F)F	0.4	2.8	104.0	0.9	1.9	6.7	2.8	0.9	-3.7	3.4
COC(=O)CSc1nnc(COc2ccc([N+](=O)[O-])cc2)n1C	5.3	1.3	96.0	9.4	5.3	-9.2	-3.3	-0.5	-1.0	0.5
Cc1cccc(C)c1NC(=O)CN(C)C(=O)c1ccc2nc[nH]c2c1	5.4	-1.3	97.0	10.9	10.9	-0.6	-2.2	0.6	-5.7	11.2
O=[N+]([O-])C1C(c2ccccc2)=NOC1c1ccccc1O (centres undefined)	1.2	-13.8	102.0	-10.8	-6.2	-1.2	-0.7	-0.7	-1.3	-0.7
Cc1ccc(N2CC(C(=O)OCc3nnc(-c4ccccc4)o3)CC2=O)cc1 (centres undefined)	-5.4	7.5	99.0	12.5	2.5	3.7	-1.3	-0.2	-12.4	5.8
CCOc1ccc(NC(=O)c2ccc(CSc3nnc(C)s3)cc2)cc1	-4.2	0.8	102.0	-0.4	0.1	16.7	2.0	-3.2	3.8	4.6
CC(C)c1c(C(=O)N/N=C/C=C/c2ccccc2)nnn1-c1nonc1N	10.5	4.9	94.0	-1.5	1.7	3.5	2.9	0.5	-2.1	-9.6
O=C(CSc1nnc2ccccn12)NNC(=O)c1cccc([N+](=O)[O-])c1	5.2	1.5	98.0	7.0	2.2	5.2	-2.2	0.1	-7.0	2.0
CCC1(C)Cc2ccccc2-c2nc(NCCO)[nH]c(=O)c21 (centres undefined)	5.2	25.5	106.0	-1.2	6.5	-2.2	0.9	3.4	-5.1	-1.2
CC1C(=O)CCN(C(C)(C)C)C1C (centres undefined)	-1.2	1.4	99.0	4.4	1.0	4.0	0.0	3.6	-5.5	1.5
Cc1cccc(NS(=O)(=O)c2cc(C(=O)N3CCCCCC3)ccc2C)c1	-4.5	1.5	97.0	-2.8	-11.4	-0.2	-2.9	-2.9	-9.8	0.7
CCOC(=O)CNC(=O)CSc1nnc(COc2ccc(Cl)cc2)n1CC	-8.6	-1.8	101.0	-3.2	4.5	16.7	-1.6	1.2	-0.7	4.6
CCCC(=O)OCCNC(=O)c1cc2ccccc2oc1=O	2.5	1.0	98.0	-0.7	15.0	0.7	1.5	0.5	-3.3	10.1
c1ccc(C2=Nn3c(Cn4nnc5ccccc54)nnc3SC2)cc1	-0.3	5.2	100.0	6.6	5.6	5.7	0.5	-1.9	-18.8	-4.9
CCOC(=O)C1CCN(C(=O)c2ccc(Cl)c(S(=O)(=O)N3CCOCC3)c2)CC1	-2.4	-3.5	91.0	10.5	4.7	15.7	-0.5	2.3	-7.3	-1.5
O=C(OCCN=C1NS(=O)(=O)c2ccccc21)c1ccccc1F	-0.1	-3.3	97.0	-4.9	-1.5	1.7	0.6	3.7	-1.6	5.1

Continued; the last six above are carried over.
SMILES	Cardio protect	Granule exo inh	ABCB6 inh MLPCN	PDI turbidity	ABHD5 PLIN5 PPI	MC4R antag cAMP	MC4R ag barr	Glyco luc inh	CaV13 FRET inh	m5-HT2A agonist
Cc1cccc(NS(=O)(=O)c2cc(C(=O)N3CCCCCC3)ccc2C)c1	-4.5	1.5	97.0	-2.8	-11.4	-0.2	-2.9	-2.9	-9.8	0.7
CCOC(=O)CNC(=O)CSc1nnc(COc2ccc(Cl)cc2)n1CC	-8.6	-1.8	101.0	-3.2	4.5	16.7	-1.6	1.2	-0.7	4.6
CCCC(=O)OCCNC(=O)c1cc2ccccc2oc1=O	2.5	1.0	98.0	-0.7	15.0	0.7	1.5	0.5	-3.3	10.1
c1ccc(C2=Nn3c(Cn4nnc5ccccc54)nnc3SC2)cc1	-0.3	5.2	100.0	6.6	5.6	5.7	0.5	-1.9	-18.8	-4.9
CCOC(=O)C1CCN(C(=O)c2ccc(Cl)c(S(=O)(=O)N3CCOCC3)c2)CC1	-2.4	-3.5	91.0	10.5	4.7	15.7	-0.5	2.3	-7.3	-1.5
O=C(OCCN=C1NS(=O)(=O)c2ccccc21)c1ccccc1F	-0.1	-3.3	97.0	-4.9	-1.5	1.7	0.6	3.7	-1.6	5.1
CC(CCc1ccccc1)NC(=O)[C@@H]1Cc2ccccc2CN1 (some centres undefined)	-1.5	8.5	105.0	-0.8	4.7	10.3	-1.0	-0.9	-10.3	-1.0
Cc1cccc(NC(=O)CSc2nnc3ccc(-c4cccnc4)nn23)c1	7.9	-7.5	97.0	5.0	-0.9	5.4	-0.2	-1.1	16.7	-5.0
CCN(CC)c1nc2ccccc2nc1C(C#N)C(=O)NCCCOC (centres undefined)	21.1	-10.4	116.0	12.2	-0.5	0.6	-0.2	6.6	-4.8	5.1
O=C(CN1CC(=O)Nc2ccccc21)Nc1ccc(F)c(F)c1	2.0	-4.5	104.0	1.2	4.3	7.6	0.0	2.3	3.9	2.8
COc1ccccc1Nc1ncc(-c2cccs2)s1	-13.5	-0.5	107.0	4.0	-12.7	-3.1	-3.4	-7.6	·	1.9
O=C(O)CCCCCNS(=O)(=O)c1ccc2c(c1)OCCO2	0.8	-0.7	97.0	-0.6	4.2	7.2	-4.8	1.3	1.3	-5.3

From PubChem BioAssay
